VP16 counter: Gal4-VP16 reporter inhibition counter-screen; AID 2546; Drosophila S2 Gal4-VP16 UAS-luciferase, luminescence, 20 h; Potency, µM (highest dose often 53.6 µM), without a hit: at the top dose activity, negative = inhibition, most hits filed as inhibitors; hit rate 3.5% among 310,000;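 also: Gal4-VP16 expression switched on by copper sulfate through the metallothionein promoter; potency is read from the fitted curve at half-maximal effect; % is scaled to controls: 0 for no effect and ±100 for the full control effect; nearly all actives have a fitted effect of over 50% in size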
p53 reactivator: mutant p53 re-activation in reporter cells. H1299 p53-A138V BP100-luciferase reporter, luminescence, 24 h. Potency, µM (top dose mostly 92.2 µM), for the others: at the top dose activity change, positive = activation, usual class: activators. hit rate 0.063% among 320,000; also: potency is read from the fitted curve at half-maximal effect; % of control where 0% means no effect; nearly all actives have a fitted effect of over 45% in size
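p53-null H1299 cells stably carrying temperature-sensitive p53-A138V and a BP100-luciferase reporter were pinned with compounds (4-point, 1:5 series) and held 24 hrs at 37 deg C. Luminescence was read 10 min after detection reagent.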
FLuc modulator: inhibits or activates purified firefly luciferase, miR-21 counter-screen; P08659; purified FLuc, Km substrates, luminescence inhibition; Potency, µM (series often up to 57.5 µM), inactives show at the highest dose activity change, negative = inhibition, actives largely listed as inhibitors; hit rate 6.9% among 360,000; AID 588342;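 also: potency is read from the fitted curve at half-maximal effect; plate controls were vehicle for no effect and reference inhibitor for full effect; nearly all actives have a fitted effect of over 55% in size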
Target sequence (P08659 whole entry, looked up): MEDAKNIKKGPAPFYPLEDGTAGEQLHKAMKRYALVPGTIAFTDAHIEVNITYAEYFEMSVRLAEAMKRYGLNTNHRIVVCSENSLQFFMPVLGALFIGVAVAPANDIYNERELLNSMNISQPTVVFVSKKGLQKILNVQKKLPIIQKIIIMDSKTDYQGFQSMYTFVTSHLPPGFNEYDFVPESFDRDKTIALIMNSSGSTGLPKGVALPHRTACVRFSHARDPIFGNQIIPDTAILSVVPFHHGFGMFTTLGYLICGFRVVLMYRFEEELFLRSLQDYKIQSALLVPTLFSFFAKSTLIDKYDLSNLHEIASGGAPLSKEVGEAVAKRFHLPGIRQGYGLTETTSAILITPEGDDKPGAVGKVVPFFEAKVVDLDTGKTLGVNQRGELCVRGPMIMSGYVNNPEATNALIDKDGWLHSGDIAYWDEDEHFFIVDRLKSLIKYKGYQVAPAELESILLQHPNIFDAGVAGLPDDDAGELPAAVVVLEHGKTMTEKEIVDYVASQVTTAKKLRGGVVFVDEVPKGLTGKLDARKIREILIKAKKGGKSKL
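Purified P. pyralis luciferase (10nM final) with 10uM D-luciferin and 10uM ATP (Km levels) in 50mM Tris acetate pH 7.5, 10mM Mg acetate, 0.01% Tween-20, 0.05% BSA; qHTS 6-point titration, ~60 µM downward; luminescence read.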
BRCA1 expr act: BRCA1 expression activation. MCF7-BRCA1-FFLuc reporter, luminescence, 48 h; response scale: scaled: vehicle 0%, 10 µM genistein 100%. Potency, µM (titrated, usually from 46.1 µM), inactives show top-dose activation, most hits filed as activators. hit rate 1.1% among 380,000. AID 624202; also: potency is read from the fitted curve at half-maximal effect; nearly all actives have a fitted effect of over 80% in size; some results filed as inactive show a strong effect at the top dose
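MCF7-BRCA1-FFLuc, 2000 cells/well; 2 h attach, 37 °C/5% CO2; compound 48 h; luciferase substrate 15 min; luminescence end-point. Norm. to genistein 10 microM max activation and DMSO; concentration-response curves fitted.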
PKM2 act: increases activity of human pyruvate kinase M2. P14618. purified PKM2, Kinase-Glo ATP luminescence, activation; response scale: 0% is enzyme alone, no compound. Potency, µM (highest dose often 57.5 µM), for the others: top-dose activation, hits mostly activators. hit rate 0.34% among 260,000. AID 1631; also: potency is read from the fitted curve at half-maximal effect; % is scaled to controls: 0 for no effect and ±100 for the full control effect; nearly all actives have a fitted effect of over 55% in size
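Kinase-Glo luminescence reports ATP generated from ADP (0.1 mM) and PEP (0.5 mM) by purified hPK-M2 after 1 h at room temperature, pH 7.2 imidazole buffer; intermediate enzyme activity allows detecting inhibitors and activators.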
Menin-MLL TR inh: inhibitors of human menin-MLL interaction, mutant MLL peptide | Menin + Texas Red MLL mutant peptide, fluorescence polarization | Potency, µM (top dose mostly 61.6 µM), for inactives: top-dose FP activity change, negative = inhibition, hits mostly inhibitors | hit rate 0.23% among 270,000 | AID 1768; active = well fitted inhibition curve with a large enough effect in the polarisation, with a control signal flat, not every such curve was filed as active; inconclusive = small, poorly fitted or top-dose-only effect, or effect the other way, or a change in a side signal; inactive = no such curve, though single readings can be large or run the other way; the % refers to the polarisation; also: potency is read from the fitted curve at half-maximal effect; % of control where 0% means no effect; many of its hits are not listed in these tables
Giardia killer: Giardia lamblia killing. AID 540267. activity change, % at 7.66 µM, hits read low. Giardia lamblia trophozoite viability. hit rate 0.15% among 340,000; in the data active = activity change below about -80%; inconclusive = between about -30% and that limit;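 also: parasites exposed to compound for two days anaerobically before the ATP read; % is scaled to controls: 0 for no effect and ±100 for the full control effect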
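Viability, read as ATP luminescence: trophozoites at 100 cells/well, compound added, 48 hrs anaerobic at 37 deg C, then 15-30 min room-temperature development before reading.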
Rab9 prom act: Rab9 promoter activation; Potency, µM (series often up to 9.22 µM), without a hit: at the top dose activation, negative = inhibition, actives largely listed as activators; Huh7 Rab9 promoter-luciferase reporter, luminescence, 24 h; hit rate 2.8% among 320,000; also: potency is read from the fitted curve at half-maximal effect; % of control where 0% means no effect; nearly all actives have a fitted effect of over 60% in size
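Quantitative HTS format; Huh7 Rab9-luciferase reporter cells (1500/well) receive compound 2 h post-plating, incubate 24 h at 37 °C, then get luciferase reagent for 10 min before luminescence reading.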
RORg inh: blocks mouse ROR gamma transcriptional activity | P51450 | Drosophila S2 Gal4-RORgamma UAS-luciferase reporter, 20 h | Potency, µM (titrated, usually from 53.6 µM), inactives show at the top dose activity change, negative = inhibition, actives largely listed as inhibitors | hit rate 5.4% among 310,000 | AID 2551; also: potency is read from the fitted curve at half-maximal effect; % is scaled to controls: 0 for no effect and ±100 for the full control effect; nearly all actives have a fitted effect of over 60% in size
Target sequence (P51450 whole entry, looked up, the tested form may be a part): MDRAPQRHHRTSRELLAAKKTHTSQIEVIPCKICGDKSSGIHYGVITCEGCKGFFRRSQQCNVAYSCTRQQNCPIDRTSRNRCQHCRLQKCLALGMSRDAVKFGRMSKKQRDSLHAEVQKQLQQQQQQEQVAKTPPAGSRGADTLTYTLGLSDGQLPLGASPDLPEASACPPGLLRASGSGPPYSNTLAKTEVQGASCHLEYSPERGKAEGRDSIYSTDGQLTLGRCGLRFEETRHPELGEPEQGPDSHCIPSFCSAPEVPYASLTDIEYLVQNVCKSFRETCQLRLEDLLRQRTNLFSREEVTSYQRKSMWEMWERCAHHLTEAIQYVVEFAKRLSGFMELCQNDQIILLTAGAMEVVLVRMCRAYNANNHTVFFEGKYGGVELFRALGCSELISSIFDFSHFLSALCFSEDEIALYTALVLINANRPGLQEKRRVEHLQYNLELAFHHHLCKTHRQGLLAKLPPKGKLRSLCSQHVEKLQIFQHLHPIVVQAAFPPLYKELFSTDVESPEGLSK
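Using a luciferase readout, inhibitors were identified by reduced reporter activity in Drosophila cells coexpressing a copper-inducible Gal4–ROR gamma fusion and UAS-driven Photinus luciferase, incubated 20 hr after 700 uM copper sulfate.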
ELG1 genotoxic: genotoxicity induction in ELG1-luciferase HEK293T cells; HEK293T ELG1-luciferase reporter, luminescence, 16 h; AID 504466; hit rate 1.3% among 330,000; Potency, µM (series often up to 46 µM), inactives show at the top dose activity change, positive = activation, usual class: activators; also: potency is read from the fitted curve at half-maximal effect; % of control where 0% means no effect; nearly all actives have a fitted effect of over 60% in size
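Screening used a luciferase reporter fused to human ELG1 in HEK293T cells. Luminescence was read on a CCD plate imager after 16 hr exposure and 30 min ONE-Glo incubation.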
NPC1 prom act: NPC1 promoter activation. Huh7 NPC1 promoter luciferase reporter, 24 h. Potency, µM (titrated, usually from 9.22 µM), inactives show top-dose activation, actives largely listed as activators. hit rate 2.4% among 320,000. AID 485313;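 also: potency is read from the fitted curve at half-maximal effect; % of control where 0% means no effect; nearly all actives have a fitted effect of over 60% in size; reporter is driven by a mutant NPC1 promoter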
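Luminescence from an NPC1 promoter-driven luciferase reporter in stably transfected Huh7 cells was measured after 24 h compound treatment at 37 °C, followed by 10 min ambient incubation with luciferase detection reagent.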
An asterisk follows results filed as active; & = joins results of further samples; [ ] = dose if it differs, or a comment. Unless noted, calls follow the shape of the dose curve; as a rule, active = well fitted curve in the direction sought with a large enough effect; inconclusive = small, poorly fitted or top-dose-only effect, or another doubt; inactive = no such curve, though single readings can be large; an effect the other way counts as inactive or inconclusive. A portion of the library, so the mix of outcomes need not match the whole.

How did CC(C)C(NC(=O)CCN1C(=O)c2ccccc2C1=O)c1ccccc1 (configuration not stated) do in these assays?
VP16 counter: 8%; FLuc modulator: 6%; BRCA1 expr act: -3%; PKM2 act: -1%; Menin-MLL TR inh: -4%; Giardia killer: -3; Rab9 prom act: 4%; RORg inh: -1%; ELG1 genotoxic: -3%; NPC1 prom act: 0%

What do the screens show for `Fc1cccc2sc(Nc3nnc(-c4ccco4)o3)nc12`?
VP16 counter: -8%[0.365 µM]; p53 reactivator: inconclusive; FLuc modulator: 11µM*; BRCA1 expr act: -35%; PKM2 act: -18%; Menin-MLL TR inh: inconclusive; Giardia killer: -19; Rab9 prom act: 2.5µM*; RORg inh: 0.13µM*; ELG1 genotoxic: 2.6µM*; NPC1 prom act: 4µM*

How did NC(=O)c1nsc(C(=O)N(CCc2ccccc2)C(C(=O)NC2CCCC2)c2ccco2)c1N (configuration not stated) do in these assays?
VP16 counter: 0%; p53 reactivator: -18%; FLuc modulator: 3%; BRCA1 expr act: -40%; PKM2 act: 0%; Menin-MLL TR inh: 0%; Giardia killer: -12; Rab9 prom act: 2%; RORg inh: 28%; ELG1 genotoxic: -5%; NPC1 prom act: -7%

What do the screens show for `NS(=O)(=O)c1ccc(CCNC(=O)C2CCN(S(=O)(=O)c3c(Cl)cccc3Cl)CC2)cc1`?
VP16 counter: -10%; p53 reactivator: -1%; FLuc modulator: 1%; BRCA1 expr act: -14%; PKM2 act: -2%; Giardia killer: -7; Rab9 prom act: -1%; RORg inh: 12%; ELG1 genotoxic: -2%; NPC1 prom act: 0%

Results for COc1cc(NC(=O)COC(=O)/C=C/c2ccc(OC)c(OC)c2)cc(OC)c1 ?
VP16 counter: 6%; p53 reactivator: -3%; FLuc modulator: 0%; BRCA1 expr act: -19%; PKM2 act: 0%; Menin-MLL TR inh: inconclusive; Giardia killer: 9; Rab9 prom act: 0%; RORg inh: 15%; ELG1 genotoxic: 0%; NPC1 prom act: -4%

Results for O=C(Nc1ccc(C2=NCCN2)cc1)c1ccc(Cl)c(C(=O)Nc2ccc(C3=NCCN3)cc2)c1 ?
VP16 counter: 8%; p53 reactivator: -1%; FLuc modulator: -5%; PKM2 act: 1%; Menin-MLL TR inh: -20%; Rab9 prom act: 0%; RORg inh: 2%; ELG1 genotoxic: -1%; NPC1 prom act: -4%

How did O=C(Nc1ccc(NC(=O)C2CCCCC2)cn1)c1ccco1 do in these assays?
VP16 counter: 8.9µM*; p53 reactivator: -12%; FLuc modulator: 1.7µM*; BRCA1 expr act: 95%; PKM2 act: -7%; Menin-MLL TR inh: 7%; Giardia killer: inconclusive; Rab9 prom act: 0.45µM*; RORg inh: inconclusive; ELG1 genotoxic: 0.65µM*; NPC1 prom act: 0.71µM*

What do the screens show for `Cc1ccc(Cn2ccc(NC(=O)c3noc4c3CCCC4)n2)cc1`?
VP16 counter: 2%; p53 reactivator: 10%; FLuc modulator: inconclusive; BRCA1 expr act: 5.6µM*; PKM2 act: 3%; Menin-MLL TR inh: -9%; Giardia killer: 9; Rab9 prom act: inconclusive; RORg inh: 20%; ELG1 genotoxic: 21µM*; NPC1 prom act: inconclusive

How did CCOC(=O)/C(C#N)=C/c1c[nH]c2ccccc12 do in these assays?
VP16 counter: inconclusive; p53 reactivator: inconclusive; FLuc modulator: 19µM*; BRCA1 expr act: 3%; PKM2 act: 4%&5%; Menin-MLL TR inh: 29%; Giardia killer: -8; Rab9 prom act: 25%&1%; RORg inh: 0%&0%; ELG1 genotoxic: 8%&21%; NPC1 prom act: -3%&-2%

How did Cc1nc2ccc(NC(=O)c3cccc(C(F)(F)F)c3)cc2o1 do in these assays?
VP16 counter: 9%[0.365 µM]; p53 reactivator: -6%; FLuc modulator: -19%; BRCA1 expr act: 9%; PKM2 act: 10%; Menin-MLL TR inh: 15%; Giardia killer: 4; Rab9 prom act: -5%; RORg inh: inconclusive; ELG1 genotoxic: inconclusive; NPC1 prom act: 5%

What do the screens show for `CCCCCCSc1cccc(-c2nc3ccc(Cl)cn3c2NCc2ccccc2)c1`?
p53 reactivator: 8%; FLuc modulator: 4%; BRCA1 expr act: -7%&10%; Giardia killer: 2; Rab9 prom act: -3%; ELG1 genotoxic: -1%; NPC1 prom act: -4%

Results for CCc1nnc(SCc2ccc(C(=O)OC)o2)n1N ?
VP16 counter: -3%; p53 reactivator: -2%; FLuc modulator: 5%; BRCA1 expr act: -6%; PKM2 act: 2%; Menin-MLL TR inh: -4%; Giardia killer: -11; Rab9 prom act: 0%; RORg inh: -12%[10 µM]; ELG1 genotoxic: -2%; NPC1 prom act: 9%

Results for Cc1cccc(NS(=O)(=O)c2cccc(C(=O)N3CCCCCC3)c2)c1 ?
p53 reactivator: -2%; FLuc modulator: 4%; BRCA1 expr act: -15%; Giardia killer: 5; Rab9 prom act: -1%; ELG1 genotoxic: -4%; NPC1 prom act: 1%

Results for COc1ccc(NS(=O)(=O)c2cccc(C(=O)NNC(=O)c3ccc(Br)o3)c2)cc1 ?
p53 reactivator: -1%; FLuc modulator: 2%; BRCA1 expr act: -25%; Giardia killer: 12; Rab9 prom act: -8%; ELG1 genotoxic: 1%; NPC1 prom act: -1%

What do the screens show for `COc1ccc(-c2cc(=O)c3cc(F)ccc3[nH]2)cc1`?
VP16 counter: 1%[96.6 µM]; p53 reactivator: 19%; FLuc modulator: inconclusive; BRCA1 expr act: 0%; PKM2 act: 0%; Menin-MLL TR inh: inconclusive; Giardia killer: -5; Rab9 prom act: 6%; RORg inh: -2%[96.6 µM]; ELG1 genotoxic: 11%; NPC1 prom act: 2%

How did CCOc1cc(C(=O)N(C)CC(=O)Nc2cccc3ccccc23)ccc1OC do in these assays?
p53 reactivator: 0%; FLuc modulator: -2%; BRCA1 expr act: 9%; Giardia killer: 18; Rab9 prom act: 12%; ELG1 genotoxic: 2%; NPC1 prom act: -2%

What do the screens show for `CC(C)C(=O)NC(c1ccccc1Cl)c1c(O)ccc2ccccc12` (configuration not stated)?
VP16 counter: -7%; p53 reactivator: -5%; FLuc modulator: -1%; BRCA1 expr act: -47%; PKM2 act: 1%; Menin-MLL TR inh: -23%; Giardia killer: 8; Rab9 prom act: 6%; RORg inh: 21%; ELG1 genotoxic: 0%; NPC1 prom act: -5%

What do the screens show for `COc1ccc(OCC(=O)OC2CCN(C)CC2)cc1`?
VP16 counter: -6%; p53 reactivator: -2%; FLuc modulator: 0%; BRCA1 expr act: 2%; PKM2 act: 4%; Menin-MLL TR inh: -4%; Giardia killer: -11; Rab9 prom act: inconclusive; RORg inh: -1%; ELG1 genotoxic: 0%; NPC1 prom act: 6%

What do the screens show for `O=C(C1=C(O)C(=O)N(CCN2CCOCC2)C1c1ccc(F)cc1)c1cc2ccccc2o1` (configuration not stated)?
VP16 counter: 13%; p53 reactivator: -3%; FLuc modulator: -2%; BRCA1 expr act: 1%; Giardia killer: 2; Rab9 prom act: 1%; RORg inh: -8%; ELG1 genotoxic: 3%; NPC1 prom act: -3%

What do the screens show for `Cn1cc(C(=O)N2CCN(c3cccc(Cl)c3)CC2)c(=O)c2cc(S(=O)(=O)N3CCOCC3)ccc21`?
VP16 counter: -2%; p53 reactivator: 2%; FLuc modulator: 0%; BRCA1 expr act: 0%; PKM2 act: -1%; Menin-MLL TR inh: 21%; Giardia killer: 19; Rab9 prom act: 0%; RORg inh: 39%; ELG1 genotoxic: -1%; NPC1 prom act: 1%

Results for C/C(=N\NC(N)=S)c1ccccc1 ?
VP16 counter: 15%; p53 reactivator: 7%; FLuc modulator: -13%; BRCA1 expr act: 27%; PKM2 act: 7%; Giardia killer: -15; Rab9 prom act: 0%; RORg inh: 14%; ELG1 genotoxic: 5%; NPC1 prom act: -3%
